# LAP4 TOR yeast – alters LAP4-GFP fluorescence in TOR pathway yeast screen. S. cerevisiae LAP4-GFP multiplex, flow cytometry GFP, 3 h; median GFP as percent of DMSO wells. GFP response vs DMSO, % at 10 µM. actives 0.34% (n = 320,000). AID 2023;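 active = GFP response vs DMSO above a set limit, about the screen mean plus 3 SD, cut at about 150% in these data; inconclusive = under 70 cell events counted for the yeast strain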
# CIT2 TOR yeast – alters CIT2-GFP fluorescence in TOR pathway yeast screen | S. cerevisiae CIT2-GFP strain, flow cytometry, 3 h; 100 means same as DMSO wells | actives 0.065% (n = 320,000) | GFP response vs DMSO, % at 10 µM | AID 2029;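 active = GFP response relative to DMSO above a set limit, near the screen mean plus 3 SD, cut at about 150% in these data; inconclusive = Fewer than 70 cells measured for a yeast strain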;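 note: ratio of well median GFP fluorescence to mean of DMSO wells on the plate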
# VLA-4 inh – inhibition in a human VLA-4 binding assay; P13612; VLA-4 expressing cells, ligand binding flow cytometry; inhibition, % (about 7 µM as worked out from the volumes in the protocol); actives 0.2% (n = 330,000); AID 2557; in the data active = inhibition above about 50%
# Target sequence (P13612 whole entry, looked up): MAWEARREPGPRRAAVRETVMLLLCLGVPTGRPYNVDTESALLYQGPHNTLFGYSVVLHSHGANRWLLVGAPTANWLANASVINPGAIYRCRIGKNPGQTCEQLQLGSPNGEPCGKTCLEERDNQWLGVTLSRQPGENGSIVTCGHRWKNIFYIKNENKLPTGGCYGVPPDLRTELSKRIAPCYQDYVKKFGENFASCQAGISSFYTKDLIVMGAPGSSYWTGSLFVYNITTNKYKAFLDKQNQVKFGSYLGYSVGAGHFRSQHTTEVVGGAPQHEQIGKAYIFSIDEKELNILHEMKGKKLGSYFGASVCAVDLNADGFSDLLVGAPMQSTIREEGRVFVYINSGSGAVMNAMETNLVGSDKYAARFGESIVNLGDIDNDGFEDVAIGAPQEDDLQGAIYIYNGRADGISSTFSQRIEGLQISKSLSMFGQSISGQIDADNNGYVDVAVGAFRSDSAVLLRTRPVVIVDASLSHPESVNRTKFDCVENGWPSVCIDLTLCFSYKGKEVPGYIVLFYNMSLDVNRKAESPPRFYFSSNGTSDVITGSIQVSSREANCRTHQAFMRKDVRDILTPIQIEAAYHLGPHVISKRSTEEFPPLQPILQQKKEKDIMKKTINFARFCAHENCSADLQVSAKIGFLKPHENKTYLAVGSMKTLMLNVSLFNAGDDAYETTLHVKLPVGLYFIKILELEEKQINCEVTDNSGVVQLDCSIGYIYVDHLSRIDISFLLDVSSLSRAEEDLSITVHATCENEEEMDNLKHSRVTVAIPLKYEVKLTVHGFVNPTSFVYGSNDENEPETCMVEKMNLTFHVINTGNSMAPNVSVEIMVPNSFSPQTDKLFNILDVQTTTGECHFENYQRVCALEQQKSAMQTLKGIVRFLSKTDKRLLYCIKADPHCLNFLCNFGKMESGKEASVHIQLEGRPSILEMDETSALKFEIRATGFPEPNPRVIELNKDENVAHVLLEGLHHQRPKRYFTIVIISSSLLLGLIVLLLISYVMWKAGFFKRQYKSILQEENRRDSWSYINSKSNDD
# AGP1-GFP MLPCN – yeast TOR pathway AGP1-GFP modulation. S. cerevisiae AGP1-GFP multiplex flow cytometry, 3 h; GFP as percent of DMSO wells. GFP response vs DMSO, % at 10 µM. actives 0.02% (n = 320,000). AID 2066;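 active = GFP response relative to DMSO above a set limit, near screen average plus 3 SD, cut at about 150% in these data; inconclusive = fewer than 70 cells counted for the yeast strain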;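 note: median GFP channel fluorescence of the gated AGP1 strain per well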
# Yeast superoxide – lowers age-related superoxide in aged yeast cells. S. cerevisiae aged cells, superoxide DHE fluorescence; hits give low values. actives 0.18% (n = 330,000). superoxide response (% of plate mean), % at 10 µM;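 active = superoxide response under a set limit, about three screen SD below normal, cut at about 65% in these data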;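 note: yeast aged for seven days with compound at 30 °C before DHE staining; 100% = average MFI of all compound-treated wells on the plate with controls excluded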
# RPL19A-GFP yeast – alters RPL19A-GFP fluorescence in TOR pathway yeast screen. S. cerevisiae RPL19A-GFP strain, flow cytometry, 3 h; hits give low values. percent response vs DMSO, % at 10 µM. actives 0.3% (n = 330,000). AID 2025;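 active = percent response vs DMSO below 50%; inconclusive = fewer than 70 events counted for the yeast strain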;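 note: median channel GFP fluorescence of the barcoded RPL19A-GFP strain; ratio of sample median GFP to plate DMSO average so 100% = DMSO; lower means less RPL19A-GFP as with rapamycin TOR inhibition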
# GRK2 aptamer HTS – blocks RNA aptamer binding to human GRK2; P25098; bead flow cytometry, FAM-aptamer displacement from GRK2; inhibition of aptamer binding, % at 10 µM; actives 0.59% (n = 330,000);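 active = inhibition of aptamer binding above 40%, roughly 3 SD of noise, on plates passing a quality check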;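 note: median bead fluorescence of bound FAM aptamer so fluorescent compounds give negative values; no value below 0 was filed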
# MEP2-GFP yeast – yeast TOR pathway MEP2-GFP modulation | S. cerevisiae MEP2-GFP strain, flow cytometry GFP, 3 h; 100% = DMSO control level | GFP response vs DMSO, % at 10 µM | AID 2016 | actives 0.51% (n = 330,000);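 active = GFP response versus DMSO above a set limit, roughly screen mean plus 3 SD, cut at about 180% in these data; inconclusive = fewer than 70 cells counted for a yeast strain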;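 note: median GFP fluorescence of the barcode-gated MEP2-GFP cells per well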
# * = called active by the depositor; ? = inconclusive; / = no result given; & = joins results of further samples.
SMILES,LAP4 TOR yeast,CIT2 TOR yeast,VLA-4 inh,AGP1-GFP MLPCN,Yeast superoxide,RPL19A-GFP yeast,GRK2 aptamer HTS,MEP2-GFP yeast
CSCCC(NC(=O)c1ccccc1Br)C(=O)NCC(C)(C)N1CCOCC1 (stereo not drawn),98,92,3,97,112,98,4,97
O=C(CCNS(=O)(=O)c1cccc2nonc12)Nc1ccc(Cl)cc1,95,99,0,98,106,101,2,98
CCOc1cc(S(=O)(=O)NC2CC2)c(OCC)cc1-n1cnnn1,107,99,13,100,88,101,0,104
O=C(CN1C2=NCCCN2c2ccccc21)c1ccc2c(c1)OCO2,93,/,10,89,94,95,3,91
C[C@H](CCC(=O)NCC(=O)O)[C@H]1CC[C@H]2[C@@H]3[C@H](O)C[C@@H]4C[C@H](O)CC[C@]4(C)[C@H]3C[C@H](O)[C@]12C,92&112&109,89&94&111,11&-1&15,94&92&101,107&87&113,105&100&111,3&3&1,96&103&103
CCOC(=O)C(C)(C)n1nnc(-c2ccc([N+](=O)[O-])cc2)n1,91,103,21,102,98,104,0,107
Cc1ccnc(NC(=O)c2ccccc2NC(=O)c2ccc(Cl)cc2Cl)c1,86,105,11,102,92,106,0,108
CC(=O)NS(=O)(=O)c1ccc(NC(=O)CC23CC4CC(CC(Br)(C4)C2)C3)cc1,84,93,-7,79,86,88,1,85
COCCN(C(=O)CC1C(=O)NCCN1CC(c1ccccc1)c1ccccc1)C(C)C (stereo not drawn),101,94,13,95,101,100,0,96
COCCCNC(=S)N1CCN(C(c2ccccc2)c2ccccc2)CC1,74,78,4,84,97,109,3,100
CN1CCN(CC(=O)Nc2cc(N3CCOCC3)ccc2[N+](=O)[O-])CC1,89,92,4,94,98,107,0,108
O=C(COC(=O)CCN1C(=O)C2CC=CCC2C1=O)Nc1ccc([N+](=O)[O-])cc1 (stereo not drawn),97,102,8,99,103,98,0,103
CCOC(=O)CC(C)(C)/C(C)=N/Nc1ccc([N+](=O)[O-])cc1[N+](=O)[O-],101,110,-19,113,111,111,3,102
O=C(N1CCCCCC1)n1c(Cc2ccccc2)nc2ccccc21,95,88,13,99,101,98,1,96
Cc1ccc(OCc2nc3ccccc3[nH]2)cc1,104,93,-2,93,89,99,0,96
CC(C)(C)OC(=O)N1CCN(C(=O)c2[nH]cnc2C(=O)NCc2ccccc2)CC1,101,102,14,103,106,107,0,103
CCN(CC)C(=O)CN(c1cccc(C(F)(F)F)c1)S(C)(=O)=O,91,89,19,88,100,99,0,89
Cc1ccc(S(=O)(=O)NNC(=O)CC#N)cc1,101,86,33,92,102,105,5,102
COc1cc(OC)cc(C(=O)Nn2cc(C(=O)Nc3ccc(F)cc3F)c3ccccc3c2=O)c1,94,100,7,100,95,97,0,100
COc1cccc(C2CC(c3c(Cl)cccc3Cl)n3nc(N)nc3N2)c1 (stereo not drawn),104,101,1,109,97,105,1,109
C=CCNC(=S)/N=c1/ccccn1Cc1ccccc1,106,103,2,108,102,103,0,106
Cc1ccc(S(=O)(=O)N2CCN(Cc3ccccc3)CC2)s1,95,101,1,101,90,98,1,98
CCN(CC(=O)Nc1c(F)cccc1F)C(=O)c1cccc(S(=O)(=O)NCc2ccccc2)c1,102,107,-3,107,98,100,3,103
CCCNS(=O)(=O)c1cc(Cl)ccc1OC,98,97,-5,/,113,88,3,93
C/C(=N\NC(=O)c1cccnc1)c1cc2ccccc2o1,94,105,3,94,84,108,0,103
CCc1ccc(N=C2NC(=O)/C(=C/c3cc(Br)c(OCC(=O)O)c(OC)c3)S2)cc1,90,108,-6,102,97,106,0,114
CN(C/C=C/c1ccccc1)Cc1cccc2ccccc12,130,85,34,88,109,101,1,103
COc1ccc(CN(C(=O)c2snc(C(N)=O)c2N)C(CC(C)C)C(=O)NC2CCCCC2)cc1 (stereo not drawn),98,103,3,101,89,106,0,108
O=C(Nc1cccc(-c2nn[nH]n2)c1)c1csc2c1CCCC2,113,96,-5,102,100,87,1,82
O=C(NCCS(=O)(=O)NC1CCCC1)c1ccc(F)cc1,111,92,21,105,96,98,1,96
COc1ccc(C(NC(=O)C2C3C=CC(C3)C2C(=O)O)c2ccccc2)cc1 (stereo not drawn),96,94,5,98,93,97,2,93
COc1cc(S(=O)(=O)n2nnc3ccccc32)c(OC)cc1Cl,119,105,30,106,115,95,1,108
Cc1ccc(N2C(=O)CCC2(C#N)c2ccccc2)cc1 (stereo not drawn),110,97,19,109,93,98,1,104
Cc1cc2nc(-c3ccc(SCc4ccc(C(=O)O)cc4)nc3)[nH]c2cc1C,98,102,-4,108,102,95,0,95
O=C(Nc1nc2cc3c(cc2s1)OCCO3)C1=COCCO1,110,93,-3,96,111,97,0,101
CCOc1cc(C(F)(F)F)cnc1/C(N)=N/O,92,80,2,90,103,88,1,87
COc1cc(Cl)ccc1OCc1cc(C(=O)N2CCCC(OC)C2)no1 (stereo not drawn),109,103,5,99,90,98,0,105
CC(C)CNC(=O)CSc1ccc(Cl)cc1,100,92,-5,97,108,95,0,97
CCC(=O)N1CCN(c2nnc(-c3ccccc3)c3ccccc23)CC1,99,93,13,88,82,97,0,99
NS(=O)(=O)c1ccc(NC(=O)c2c(F)cccc2Cl)cc1,102,87,9,102,104,99,0,92
CC(=O)Nc1c2c(nn1-c1cccc(C)c1)CSC2,81,97,9,92,82,87,0,84
O=C(COC(=O)CNS(=O)(=O)c1ccc(Br)cc1Cl)NC1CC1,97,99,6,105,99,98,0,101
CCC(C)N1C(=O)N(c2cccc(Cl)c2)C(C)(O)CC1(C)C (stereo not drawn),92,105,-8,100,81,101,1,99
CC(=O)Nc1ccc(NC(=O)C2CC(=O)N(c3cccc(Cl)c3)C2)cc1 (stereo not drawn),86,84,-1,89,96,92,0,94
O=C(CC1CCCCC1)N=C1SC2CS(=O)(=O)CC2N1c1ccccc1 (stereo not drawn),94,112,28,110,101,104,3,110

# The final 4 entries of the part before are carried over, then new ones follow.
SMILES,LAP4 TOR yeast,CIT2 TOR yeast,VLA-4 inh,AGP1-GFP MLPCN,Yeast superoxide,RPL19A-GFP yeast,GRK2 aptamer HTS,MEP2-GFP yeast
O=C(COC(=O)CNS(=O)(=O)c1ccc(Br)cc1Cl)NC1CC1,97,99,6,105,99,98,0,101
CCC(C)N1C(=O)N(c2cccc(Cl)c2)C(C)(O)CC1(C)C (stereo not drawn),92,105,-8,100,81,101,1,99
CC(=O)Nc1ccc(NC(=O)C2CC(=O)N(c3cccc(Cl)c3)C2)cc1 (stereo not drawn),86,84,-1,89,96,92,0,94
O=C(CC1CCCCC1)N=C1SC2CS(=O)(=O)CC2N1c1ccccc1 (stereo not drawn),94,112,28,110,101,104,3,110
CS(=O)(=O)N(CC(=O)Nc1ccc(F)c(F)c1)c1cccc([N+](=O)[O-])c1,100,102,/,110,113,106,5,103
CCN(CC)S(=O)(=O)c1cc(NC(=O)CSCc2c(C)noc2C)ccc1C,105,89,8,103,102,95,0,105
COc1ccccc1-c1n[nH]c(=S)n1N,87,96,3,96,86,103,1,95
CCN(CC)/C(Sc1ccccc1)=C(/C(Cl)=C(Cl)Cl)[N+](=O)[O-],92,100,-6,95,105,102,0,103
Cc1ccc(N2C(=O)C3C4C=CC(CNC(=S)N5CCN(c6ccccc6)CC5)(O4)C3C2=O)cc1 (stereo not drawn),114,100,-25,92,103,105,0,101
Cc1ccc(NC(=O)c2cnccn2)cc1,98,112,1,104,111,107,0,103
O=C(CC1C[C@H](C(=O)N2CCCCC2)[C@@]2(CCc3ccccc3)c3[nH]c4ccccc4c3CCN2C1=O)NCCCn1ccnc1 (stereo partly drawn),94,94,-9,96,92,95,10,93
Cc1c(NC(=O)C(C)N2C(=O)C3CCCCC3C2=O)c(=O)n(-c2ccccc2)n1C (stereo not drawn),92,93,16,93,94,90,0,88
CCN1CCN(S(=O)(=O)c2ccc(Cl)c(C(=O)NCCc3ccccc3)c2)CC1,102,96,-2,104,99,95,0,101
CCCCC(=O)NS(=O)(=O)c1ccc(NS(C)(=O)=O)cc1,?,?,-12,?,103,?,2,?
COCCN(C(=O)COC(=O)CCOc1cccc(C)c1)c1c(N)n(Cc2ccccc2)c(=O)[nH]c1=O,104,94,-4,99,90,86,0,94
COc1ccc(OC)c(NC(=O)CSc2nncc3ccccc23)c1,91,96,-1,94,94,104,2,108
C=CCn1c(-c2cccc(OC)c2OC)n[nH]c1=S,99,94,1,101,111,104,0,101
CCNc1c([N+](=O)[O-])c(=O)oc2ccccc12,92,103,9,96,115,98,1,101
O=C(CSc1nnc(-c2ccc(O)cc2)o1)NNC(=O)c1ccncc1,96,102,-1,97,105,103,0,99
CCNc1nc(Oc2ccc(C(=O)OCC)cc2)nc(SC)n1,112,91,2,94,85,94,0,101
COc1cccc(CNC(=O)CN2C(=O)COc3ccc(S(=O)(=O)N4CCOCC4)cc32)c1,99,99,-2,102,115,101,0,105
O=C(CSc1nc(O)c(-c2ccccc2)c(=O)[nH]1)N1CCOCC1,98,94,-7,117,88,108,0,108
Cc1occc1C(=O)Nc1ccc(S(=O)(=O)N2CCN(C)CC2)cc1,93,100,3,88,119,102,0,102
O=C1OCCC1Sc1nnc(-c2cccs2)n1Cc1ccccc1 (stereo not drawn),104,100,15,108,113,105,0,111
CCN(CC(=O)Nc1ccc(NC(C)=O)cc1)C(=O)c1cc(CN2C(=O)c3ccccc3C2=O)ccc1OC,99,91,10,99,107,99,0,96
O=C(/C=C/c1ccccc1)N/C(=C/c1ccccc1)C(=O)Nc1ccc(C(=O)O)cc1,99,91,15,99,102,100,3,86
Cc1n[nH]c(C)c1C(=O)CC1(O)C(=O)N(CCc2ccccc2)c2ccc(Cl)cc21 (stereo not drawn),95,92,-4,94,110,96,0,94
CCn1c(Cn2nnc(-c3ccccc3)n2)nnc1SCC(=O)Nc1cccc(C(C)=O)c1,104,104,-5,103,103,103,5,104
C#CCNC(=O)C1=C[C@@H](c2ccc(C(F)(F)F)cc2)C[C@@H](OCCCCO)O1,126,114,9,94,97,103,1,98
Cn1cccc1-c1cc(C(=O)O)[nH]n1,98,93,4,101,93,99,3,104
NC(=O)CC1Nc2cccc3cccc(c23)NC1=O (stereo not drawn),82,93,0,91,104,106,5,96
CCN(C(=O)COC(=O)/C=C/c1ccc(OC(F)F)c(OC)c1)C1CCS(=O)(=O)C1 (stereo not drawn),94,92,0,96,76,96,2,94
Fc1cccc(Cl)c1CSc1ccc(-c2cccnc2)nn1,113,96,-10,95,98,98,0,100
N#C/C(=C(\O)CCl)c1nnc2n1CCCCC2,90,96,24,96,102,95,1,98
Cc1cc2nc(C)n(CCCN)c2cc1C,93,87,-28,104,138,103,0,99
CCCCN(C(=O)CSc1nnc2ccccn12)c1c(N)n(Cc2ccccc2)c(=O)[nH]c1=O,95,99,3,99,110,98,0,99
O=C(c1cccs1)c1c[nH]cc1-c1ccccc1,99,100,3,97,100,99,1,101
Cc1ccc(N(Cc2cc3ccc(C)cc3[nH]c2=O)S(=O)(=O)c2ccccc2)cc1,96,100,9,98,129,101,0,110
COc1ccc(-c2nc3ccc(N4CCN(C)CC4)cc3c(=O)[nH]2)cc1,98,/,-2,104,99,93,1,103
COCCn1cnc2c(c1=O)c1nc3ccccc3nc1n2/N=C/c1cccc(OC)c1,114,106,2,104,110,98,2,103

# From PubChem BioAssay
